SKKanGAS inh: S. pyogenes SKKanGAS growth inhibitors in kanamycin, primary screen, streptokinase expression inhibitor project, SKKanGAS strain, BacTiter-Glo luminescence | 6 h | inhibition, % at 7.5 µM | 300,000 compounds, 1.3% hits;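 active means mean replicate score, as percent of positive control median, at least 50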;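 further: strain carries kanamycin resistance gene driven by streptokinase promoter and grows in 40 µg/ml kanamycin; loss of luminescence reflects streptokinase promoter inhibition or plain growth inhibition; 0% = median of DMSO wells and 100% = positive control at its reference dose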
TRPC6 inhibitor: mouse TRPC6 channel inhibitors, primary screen, cell-based, HEK293, membrane potential dye | B-score at 10 µM | ACh-evoked depolarization; hits give low values | AID 2553, 2010 | Short transient receptor potential channel 6 (Mus musculus), Q61143 | 310,000 compounds, 1.1% hits;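 active means B-score under library mean minus 3 SD, initial fluorescence not abnormally high, positive integrated signal ratio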;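 further: B-score derived from integrated fluorescence ratio over the kinetic read; more negative B-score means stronger inhibition of depolarization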
TRPC4 potent: positive allosteric modulators of TRPC4, primary screen, cell-based, mouse TRPC4beta, HEK293 mu-opioid, Fluo-4 calcium | DAMGO EC20, Fluo-4 Ca2+ flux; hits give high values | Short transient receptor potential channel 4 (Mus musculus), Q9QUQ5 | 310,000 compounds, 0.42% hits | B-score at 10 µM;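 active means B-score of calcium response area above 5 SD of library B-scores, with initial fluorescence ratio within 5 SD of library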;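 further: B-score of integrated fluorescence ratio over time as area under calcium response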
TRPC4 inh: inhibitors of mouse TRPC4 channel, primary screen, Fluo4 calcium, HEK293 TRPC4beta/mu-opioid cells; Short transient receptor potential channel 4 (Mus musculus), Q9QUQ5; DAMGO-evoked Fluo4 calcium flux; hits give low values; B-score at 10 µM; 300,000 compounds, 0.39% hits;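 active means B-score over 3 SD under the library average, no early fluorescence shift, positive overall ratio signal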
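Assay system: TRPC4beta/mu-opioid receptor HEK293 cell line; compound dosing: single concentration per test compound; detection: Fluo4 Ca2+ flux fluorescence; evaluation: per-well B score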
MrgX1 antag: antagonists of human MrgX1 receptor, primary screen, HEK293 cells, Fluo-4 calcium flux; BAM8-22 antagonism; hits give low values; B-score at 10 µM; 310,000 compounds, 1.3% hits; AID 588676, 2011;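 active means calcium-response B-score plate-corrected more than 3 library SD below zero, starting fluorescence within 5 deviations, no agonist response on first addition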;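 further: peak minus trough fluorescence over baseline after final BAM8-22 challenge near maximal dose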
Target sequence (Q96LB2 whole entry, looked up): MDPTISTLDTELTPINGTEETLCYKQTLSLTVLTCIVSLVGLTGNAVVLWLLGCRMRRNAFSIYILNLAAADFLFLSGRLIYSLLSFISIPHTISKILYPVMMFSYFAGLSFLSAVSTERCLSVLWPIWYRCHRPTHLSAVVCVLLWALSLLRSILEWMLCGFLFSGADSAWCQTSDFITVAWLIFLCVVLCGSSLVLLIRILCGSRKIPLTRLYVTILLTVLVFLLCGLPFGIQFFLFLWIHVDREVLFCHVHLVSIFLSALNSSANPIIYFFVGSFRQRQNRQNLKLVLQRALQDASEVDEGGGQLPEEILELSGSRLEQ
MrgX1 allo act: positive allosteric modulators of MrgX1, primary screen, HEK293 cells, Fluo-4 calcium flux; Mas-related G-protein coupled receptor member X1 (Homo sapiens), Q96LB2; FDSS; hits give high values; B-score at 10 µM; 310,000 compounds, 0.63% hits;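 active means plate-corrected calcium response at least 3 library SD above typical, normal starting fluorescence, not activating the receptor alone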;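 further: compound read alongside a low EC10 to EC30 dose of BAM8-22 agonist; peak minus trough fluorescence over baseline measured at the second addition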
TMEM16A act: TMEM16A chloride channel activators or potentiators, primary screen, cell-based, HTS; 340,000 compounds, 0.3% hits; Anoctamin-1 (Mus musculus), Q8BHY3; HEK293 TMEM16A/YFP-H148Q/I152L, iodide quench fluorescence; hits give low values; B-score at 10 µM;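 active means fluorescence-ratio B-score plate-corrected deviation score at least 3 library SD below zero, with starting fluorescence score within 5 deviations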;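 further: channel opened by trigger with iodide after compound preincubation; score built on the fluorescence ratio of max minus min over baseline; more negative score means more quench and so TMEM16A activation or potentiation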
MrgX1 ag: agonists of human MrgX1 receptor, primary screen, HEK293 cells, Fluo-4 calcium flux | Fluo-4 calcium fluorescence, agonist mode; hits give high values | Mas-related G-protein coupled receptor member X1 (Homo sapiens), Q96LB2 | 310,000 compounds, 0.44% hits | B-score at 10 µM;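 active means calcium response B-score plate-corrected fluorescence ratio at least 3 library SD, with starting fluorescence B-score inside 5 SD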
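Material: HEK293 cells stably expressing human MrgX1 receptor | Quantity: 15,000 cells per well | Times: Cells plated overnight, dye loaded 0.5 h 37 °C, 0.5 h room temperature | Measured by: Kinetic Fluo-4 NW fluorescence of intracellular calcium | Control set: Positive and negative controls per plate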
TMEM16A inh: TMEM16A chloride channel inhibitors, primary screen, cell-based, HTS; normalized B-score (activity score, 25-100; higher = stronger inhibition) at 10 µM; 310,000 compounds, 1.2% hits; HEK293 TMEM16A/YFP iodide influx fluorescence, ionomycin;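 active means ratio plate-corrected score three or more library SD toward inhibition, starting fluorescence score within five deviations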;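 further: score derived from kinetic fluorescence span divided by baseline fluorescence per well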
TRPC6 act: mouse TRPC6 channel activators, primary screen, cell-based, HEK293, membrane potential dye. Short transient receptor potential channel 6 (Mus musculus), Q61143. 310,000 compounds, 0.13% hits. HEK293-TRPC6 membrane potential dye fluorescence; hits give high values. B-score at 10 µM;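 active means B-score of the integrated fluorescence ratio above library mean plus 3 SD, and starting fluorescence ratio within library mean plus 5 SD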;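 further: higher score means more depolarization so channel activation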
TRPC4 act: activators of mouse TRPC4 channel, primary screen, Fluo4 calcium, HEK293 TRPC4beta/mu-opioid cells; B-score at 10 µM; 310,000 compounds, 0.49% hits; Fluo4 calcium fluorescence; hits give high values;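 active means B-score above 5 SD of library B-scores, and initial fluorescence ratio not above library mean plus 5 SD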;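 further: positive B-score marks a calcium rise read as TRPC4 activation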
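Material: TRPC4beta and mu-opioid receptor HEK293 stable cells | Incubation: 45 min room-temperature Fluo4 loading, 110 s read | Detection: Kinetic Fluo4 calcium fluorescence | Measure: Integrated baseline-normalised fluorescence ratio, converted to per-well B score | Benchmarks: Low control buffer alone, high control maximal DAMGO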
Numbers without * were called inactive; i = inactive; . = not tested or not shown.

SMILES | SKKanGAS inh | TRPC6 inhibitor | TRPC4 potent | TRPC4 inh | MrgX1 antag | MrgX1 allo act | TMEM16A act | MrgX1 ag | TMEM16A inh | TRPC6 act | TRPC4 act
Cc1cc(-c2n[nH]c(=S)n2/N=C/c2cccs2)n[nH]1 | -14 | i | i | i | i | i | i | i | i | i | i
O=C1CC(c2c[nH]c3ccccc23)C(=O)N1 (stereo unspecified) | 1 | i | i | i | i | i | i | i | i | i | i
CC(C)c1ccc(NC(=O)COC(=O)COc2ccccc2)cc1 | . | i | i | i | i | i | i | i | i | i | i
Cc1ccc(CNC(=O)C2CCCN(C(=O)Nc3ccc(F)cc3)C2)cc1 (stereo unspecified) | -3 | i | i | i | i | i | i | i | i | i | i
COc1cc(/C(C)=N/N2CCOCC2)cc(OC)c1OC | -1 | i | i | i | i | i | i | i | i | i | i
COc1ccc(CNC(=O)Nc2ccc(C)cc2C)cc1 | -1 | i | i | i | i | i | i | i | i | i | i
O=C(Nc1cccc(-c2csc(Nc3ccccc3)n2)c1)c1ccccc1 | 41 | i | i | i | i | i | i | i | i | i | i
O=C(O)c1cccc(NS(=O)(=O)c2ccc(-c3ccc(S(=O)(=O)Nc4cccc(C(=O)O)c4)cc3)cc2)c1 | 5 | i | i | i | i | i | i | i | i | i | i
O=[N+]([O-])c1ccccc1-c1ccc(/C=N/n2cnnc2)o1 | -4 | i | i | i | i | i | i | i | i | i | i
CC(=O)C(C)n1cnc2scc(-c3ccc(C)cc3)c2c1=O (stereo unspecified) | 1 | i | i | i | i | i | i | i | i | i | i
Cc1cccc(NC(=O)c2ccc(Cl)nc2)n1 | 10 | i | i | i | i | i | i | i | i | i | i
NC1=NC2=C(CCCC2)C2(CCCCC2)S1 | -1 | i | i | -6* | i | i | i | 32* | i | i | i
CCC1(C)Cc2c(sc3c2c(=O)n(C)c2nnc(SCc4ccc5c(c4)OCO5)n32)CO1 (stereo unspecified) | 3 | i | i | i | i | i | i | i | i | i | i
CCCOc1ccccc1/C=N/Nc1ccnc(=O)[nH]1 | 2 | i | i | i | i | i | i | i | i | i | i
CCc1ccc(-c2cc3c(=O)n(CC(=O)NCCN4CCCCC4C)nc(C)n3n2)cc1 (stereo unspecified) | -1 | i | i | i | i | i | i | i | i | i | i
COc1ccc(N(CC(=O)N/N=C/c2ccc(OC3CSC3)cc2)S(=O)(=O)c2ccccc2)cc1 | 9 | i | i | i | i | i | i | i | i | i | i
COc1ccc(OC)c(CN2CCN(Cc3cc(=O)oc4cc(O)ccc34)CC2)c1 | 6 | i | i | i | i | i | i | i | i | i | i
Cc1sc2ncnc(SCC(=O)N3c4ccccc4Sc4ccc(Cl)cc43)c2c1C | 4 | i | i | i | i | i | i | i | i | i | i
CCOC(=O)/C(C)=C1\NC(C)(C)Cc2ccccc21 | -6 | i | i | i | . | . | i | . | . | i | i
Cc1oc(-c2ccoc2)nc1CN(Cc1ccccc1)CC1CC1 | -8 | i | i | -9* | i | i | i | i | i | i | i
COc1ccccc1N1CCN(c2cc(=O)n(Cc3ccc(F)cc3)c(=O)[nH]2)CC1 | 3 | i | i | i | i | i | i | i | i | i | i
COc1ccccc1C(=O)Nc1ccc(-c2nnc(SCC(=O)O)n2C)cc1 | -3 | i | i | i | i | i | i | i | i | i | i
CCn1c(SCC(=O)N2CCc3ccccc32)nnc1-c1ccncc1 | -6 | i | i | i | i | i | i | i | i | i | i
CN1CCN(C(=O)c2ccc(N3CCCC3=O)cc2)CC1 | -14 | i | i | i | i | i | i | i | i | i | i
NC1=NC(=O)C2(COC(c3ccccc3Cl)OC2)S1 (stereo unspecified) | 3 | i | i | i | i | i | i | i | i | i | i
CCOC(=O)c1ccc2c(c1)N(Cc1ccccc1C)C(=O)c1ccccc1S2=O (stereo unspecified) | 8 | i | i | i | i | i | i | i | i | i | i
O=C(NCc1cccnc1)Nc1ccc(Br)cc1Cl | 3 | i | i | i | i | i | i | i | i | i | i
COc1ccccc1/C=C/C(=O)Nc1ccc(N2CCOCC2)cc1 | -6 | i | i | i | i | i | i | i | i | i | i
Cc1ccc2cc(C(c3nnnn3CC3CCCO3)N3CCc4ccccc4C3)c(=O)[nH]c2c1 (stereo unspecified) | -2 | i | i | i | i | i | i | i | i | i | i
COc1ccc(N2CCN(CCNC(=O)c3c(C)cc(=O)oc3C)CC2)cc1 | -1 | i | i | i | i | i | i | i | i | i | i
O=[N+]([O-])c1cccc(S(=O)(=O)NCC2CC3CCC2C3)c1 (stereo unspecified) | 8 | i | i | i | i | i | i | i | i | i | i
O=[N+]([O-])c1ccc(CN2CCC(Cc3ccccc3)CC2)cc1 | -1 | i | i | i | i | i | i | i | i | i | i
Cc1cccc(NC(=O)c2ccc(OCC3CCCO3)cc2)c1C (stereo unspecified) | -3 | i | i | i | i | i | i | i | i | i | i
COC(=O)c1cccc(NC(=O)CCSc2ccc(Cl)cc2)c1C | 2 | i | i | i | i | i | i | i | i | i | i
O=C(NCC(c1ccc(F)cc1)N1CCOCC1)c1cccnc1Sc1ccccc1 (stereo unspecified) | -1 | i | i | i | i | i | i | i | i | i | i
Cc1cc(C)nc(NS(=O)(=O)c2ccc(NC(=O)C(C)C)cc2)n1 | 0 | i | i | i | i | i | i | i | i | i | i
C/C(=C/c1ccccc1)C(=O)N1CCN(c2ccccc2)CC1 | -4 | i | i | i | i | i | i | i | i | i | i
Cc1ccc(C(=O)Nc2cccnc2)cc1S(=O)(=O)N1CCCCCC1 | -2 | i | i | i | i | i | i | i | i | i | i
CCOc1ccc(C(=O)NNC(=O)C2CC(=O)N(c3ccc(C)cc3)C2)cc1 (stereo unspecified) | -5 | i | i | i | i | i | i | i | i | i | i
O=C(NC1CCCCC1)[C@@H]1CC=C[C@@H]2CCN(C3CCCCC3)C(=O)[C@@H]21 | 1 | i | i | . | i | i | i | i | i | i | i

Arranged by SMILES length (descending): part of the list above.
SMILES | SKKanGAS inh | TRPC6 inhibitor | TRPC4 potent | TRPC4 inh | MrgX1 antag | MrgX1 allo act | TMEM16A act | MrgX1 ag | TMEM16A inh | TRPC6 act | TRPC4 act
CCOc1ccc(C(=O)NNC(=O)C2CC(=O)N(c3ccc(C)cc3)C2)cc1 (stereo unspecified) | -5 | i | i | i | i | i | i | i | i | i | i
Cc1ccc(C(=O)Nc2cccnc2)cc1S(=O)(=O)N1CCCCCC1 | -2 | i | i | i | i | i | i | i | i | i | i
O=[N+]([O-])c1ccc(CN2CCC(Cc3ccccc3)CC2)cc1 | -1 | i | i | i | i | i | i | i | i | i | i

The list goes on.
SMILES | SKKanGAS inh | TRPC6 inhibitor | TRPC4 potent | TRPC4 inh | MrgX1 antag | MrgX1 allo act | TMEM16A act | MrgX1 ag | TMEM16A inh | TRPC6 act | TRPC4 act
O=C(c1cc([N+](=O)[O-])ccc1Cl)N1CCN(c2ccccn2)CC1 | 4 | i | i | i | i | i | i | i | i | i | i
O=c1c(Cl)c(N2CCCCC2)cnn1-c1nc2ccccc2[nH]1 | 27 | i | i | i | i | i | i | i | i | i | i
Cc1cccc(-n2ncc3c(NCc4cccs4)ncnc32)c1 | 37 | i | i | i | i | i | i | i | i | i | i
Cc1ccc(-n2cc(C(=O)c3ccc4ccccc4c3O)cn2)cc1 | 3 | i | i | i | i | i | i | i | i | i | i
O=C(CN1C(=O)C2C3C=CC(C3)C2C1=O)Nc1cccc2c1CCCC2 (stereo unspecified) | 0 | i | i | i | i | i | i | i | i | i | i
COc1ccc(S(=O)(=O)Nc2cccc(C)c2C)c2cccnc12 | 3 | i | i | i | i | i | i | i | i | i | i
CCOC(=O)COc1c(OC)cc(Cl)cc1C1Nc2ccccc2C(=O)N1c1cccc(C)c1 (stereo unspecified) | 5 | i | i | i | i | i | i | i | i | i | i
Cc1cc(C(=O)N(C)C2CCCCC2)no1 | -2 | i | i | i | i | i | i | i | i | i | i
Cc1cccc(C)c1OCc1nc2ccccc2c(=O)n1/N=C/c1ccc(OCC(=O)O)cc1 | 6 | i | i | i | i | i | i | i | i | i | i
N#CC1=C(N)Oc2n[nH]c(CSc3ccccc3)c2C12C(=O)Nc1ccccc12 (stereo unspecified) | -1 | i | i | i | i | i | i | i | i | i | i
COc1ccc(C(C)=O)cc1CSc1nc(C)cc(C)n1 | 6 | i | i | i | i | i | i | i | i | i | i
COCC(=O)N(Cc1cc2ccc(C)c(C)c2n2nnnc12)C1CCCC1 | 2 | i | i | i | i | i | i | i | i | i | i
CCNS(=O)(=O)c1ccc2c(c1)NCC2 | -3 | i | i | i | i | i | i | i | i | i | i
CN(C)c1ccc(/C(=N\O)C(F)(F)F)cc1 | 5 | i | i | i | i | i | i | i | i | i | i
COc1ccc(-c2nc(CS(=O)(=O)CC(=O)NCc3cccc(OC)c3OC)c(C)o2)cc1 | -6 | i | i | i | i | i | i | i | i | i | i
O=C(Nc1ccc(F)cc1)C1=CC(=O)N2CCN=C2S1 | -5 | i | i | i | i | i | . | i | i | i | i
CC(=O)/C(N=Nc1ccc(OC(F)(F)F)cc1)=C(\C)O | 20 | i | i | i | i | i | i | i | i | i | i
NC(=O)C1CCN(C(=O)C2CC(=O)N(c3ccc(F)cc3)C2)CC1 (stereo unspecified) | 0 | i | i | i | i | i | i | i | i | i | i
C=CCNC(=O)c1nn2cccnc2c1Cl | 3 | i | i | i | i | i | i | i | i | i | i
O=C(O)c1nn(CC(=O)N2CCN(c3ccccc3)CC2)c(=O)c2ccccc12 | -2 | i | i | i | i | i | i | i | i | i | i
COc1cc(-c2nnc(COc3ccc4ccccc4c3)o2)cc(OC)c1OC | 11 | i | i | i | i | i | i | i | i | i | i

Screening data deposited in PubChem BioAssay by several laboratories.
